PKA-R1A activ: PKA-R1A complex activation; P00514+P68181; PKA-R1A dissociation, Cy5-IP20 fluorescence polarization; scaled: DMSO 0%, 113 µM cGMP 100%; activation, % at 11.4 µM; 0.083% of 340,000 active;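 active = percent activation above the mean of all tested compounds plus 3 SD, cut at about 19% in these data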;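 note: higher means more PKAc released from R1A so a rise in polarization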
AddAB inh: less growth of phage-infected E. coli with AddAB; E. coli expressing H. pylori AddAB, absorbance growth; inhibition, % at 11.9 µM; 0.29% of 330,000 active; in the data active = inhibition above about 12%;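 note: 0% = vehicle wells of infected cells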
phage Ecoli inh: E. coli growth loss with phage present; growth absorbance; 0.26% of 360,000 active; AID 651602; inhibition, % at 11.9 µM; in the data active = inhibition above about 11%
Tat export inh: E. coli Tat transport inhibition | 0.036% of 340,000 active | E. coli MC4100 TorA-mCherry Tat export, fluorescence | inhibition, % at 10 µM;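 active = mean replicate inhibition at least 50% and at least half of replicates individually reaching 50%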;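 note: exported cargo escapes ClpAP degradation while cytoplasmic cargo is degraded and loses fluorescence; 0% = median of neutral control wells and 100% = median of NaSCN control wells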
PfHsp90 set2: reduces growth (ATP signal) of yeast expressing P. falciparum Hsp90; S. cerevisiae expressing PfHsp90, BacTiter-Glo ATP, 48 h; yeast lacking PDR1 and PDR3 efflux regulators; inhibition, % at 9.4 µM; 0.32% of 310,000 active; AID 504621;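 active = every replicate shows inhibition above about 80%, whatever the replicate mean, limit read from the data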;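 note: 0% = DMSO neutral controls and 100% = 20 µM radicicol positive controls; yeast relying on Plasmodium falciparum Hsp90 in place of its own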
Mot1-301 SUMO: SUMOylation pathway inhibition by Mot1-301 growth rescue; S. cerevisiae Mot1-301 growth rescue, ATP luminescence, 38.5C; percent above DMSO median, 100 means doubled; growth rescue, % at 18.8 µM; 1% of 320,000 active;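 active = every valid replicate shows activation above 250% relative to neutral control wells; inactive = the rest, any valid replicate at or below 250%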;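 note: OY570 slx delta 5 strain wells were the positive control but not used for scaling; some compounds called inactive have numbers as strong as hits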
MOR-DOR ag: OPRM1-OPRD1 heterodimerization agonism; cells, luminescence; P35372+P41143; activation, % at 9.3 µM; 0.3% of 340,000 active; in the data active = activation above about 18%;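 note: 0% = vehicle-treated cells and 100% = reference agonist; values of inactives mirror those of a sister screen read the other way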
Target sequence (P35372 whole entry, looked up): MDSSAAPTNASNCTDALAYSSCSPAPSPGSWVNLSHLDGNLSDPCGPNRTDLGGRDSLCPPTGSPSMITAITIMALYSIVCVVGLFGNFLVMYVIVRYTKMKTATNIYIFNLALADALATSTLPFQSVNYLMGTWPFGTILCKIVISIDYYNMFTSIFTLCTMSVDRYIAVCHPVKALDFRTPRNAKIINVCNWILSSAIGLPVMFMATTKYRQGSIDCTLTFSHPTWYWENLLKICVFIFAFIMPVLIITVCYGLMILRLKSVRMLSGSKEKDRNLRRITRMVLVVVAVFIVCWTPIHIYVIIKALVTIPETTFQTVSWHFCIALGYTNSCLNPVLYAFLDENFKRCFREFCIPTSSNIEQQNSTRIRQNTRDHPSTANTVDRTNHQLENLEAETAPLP
Target sequence (P41143 whole entry, looked up): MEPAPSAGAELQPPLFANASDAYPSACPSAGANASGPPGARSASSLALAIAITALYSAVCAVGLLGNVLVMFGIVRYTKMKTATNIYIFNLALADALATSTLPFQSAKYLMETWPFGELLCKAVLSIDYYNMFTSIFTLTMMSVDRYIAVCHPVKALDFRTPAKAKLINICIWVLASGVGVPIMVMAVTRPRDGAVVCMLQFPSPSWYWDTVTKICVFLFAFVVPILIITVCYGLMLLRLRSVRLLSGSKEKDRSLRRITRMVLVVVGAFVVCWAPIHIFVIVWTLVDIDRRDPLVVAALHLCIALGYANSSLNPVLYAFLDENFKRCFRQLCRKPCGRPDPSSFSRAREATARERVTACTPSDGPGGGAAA
Ecoli viability: bacterial growth inhibition, counter-screen for AddAB inhibitors; E. coli V3065 growth, OD600 absorbance, 18 h; AID 449728; inhibition, % at 11.9 µM; 0.27% of 330,000 active;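 active = inhibition above the campaign's mean inhibition across all tested compounds plus 3 SD, cut at about 9.9% in these data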;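 note: uninfected addAB+ strain grown without phage in ampicillin broth; 0% = DMSO wells and 100% = ciprofloxacin 0.95 µg/ml wells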
MOR-DOR inv ag: inverse agonist of human OPRM1-OPRD1 heterodimerization. P35372+P41143. cell-based MOR-DOR heterodimer luminescence, inverse agonism. inhibition, % at 9.3 µM. 0.21% of 340,000 active. AID 504357; in the data active = inhibition above about 22%, passing the limit was not always enough;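 note: 0% = cells with DMSO and 100% = wells without cells with DMSO; values of inactives mirror those of a sister screen read the other way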
HTR5A inv ag: inverse agonist of human HTR5A in OPRM1-OPRD1 counter-screen; P47898; HTR5A cell line, luminescence, inverse agonism; inhibition, % at 9.3 µM; 0.083% of 340,000 active; in the data active = inhibition mostly above about 23%, no sharp cut-off; inactive = mostly below about 18%;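 note: 0% = cells with DMSO and 100% = no-cell wells with DMSO; some compounds called inactive have numbers as strong as hits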
PKA-R2B activ: activators of human PKA-R2B complex | PKA-R2B holoenzyme dissociation, Cy5-IP20 fluorescence polarization; R2B truncated from residue 108, S112A mutant; 0% DMSO only, 100% 113 µM cGMP | 0.079% of 340,000 active | activation, % at 11.4 µM | P22694+P31323;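 active = activation above a cutoff set at the mean over all compounds plus 3 SD, cut at about 18% in these data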;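 note: higher means more holoenzyme dissociation and a rise in polarization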
Active calls of the source: *; nt = no result given.

canonical_smiles,PKA-R1A activ,AddAB inh,phage Ecoli inh,Tat export inh,PfHsp90 set2,Mot1-301 SUMO,MOR-DOR ag,Ecoli viability,MOR-DOR inv ag,HTR5A inv ag,PKA-R2B activ
CCOC(=O)N1CCN(C(=O)c2ccc(CS(=O)c3ccccc3)o2)CC1 (stereo unspecified),2,3.0,0.3,-4,-58,-5,-1.7,-0.1,9,3,-1
CCc1ccc2nc(NC(=O)c3cc(C)on3)sc2c1,-5,3.5,0.8,-13,-6,12,-3.3,-0.5,15,-3,-5
Cc1ccccc1NC(=S)NC(NC(=O)C(C)(C)C)C(Cl)(Cl)Cl (stereo unspecified),-6,2.5,4.0,0,9,37,0.3,-0.1,-1,-4,2
CCCOc1ccc(Cn2c(=O)oc3ccc(C)cc32)cc1,-9,1.6,-0.4,-1,-13,26,2.5,-1.7,-14,-25,-7
COCCCn1c(C)nnc1SCC(=O)Nc1ccc(C(C)=O)cc1,0,0.0,2.9,-12,2,-7,-1.0,2.5,5,10,4
O=C(Nc1ccc(OCC(=O)N2CCN(S(=O)(=O)c3ccccc3)CC2)cc1)c1ccco1,-3,1.5,2.6,7,24,6,-0.1,0.0,1,-18,3
COc1ccc2oc(-c3ccc(C)c(NC(=O)c4ccc(N5CCOCC5)c([N+](=O)[O-])c4)c3)nc2c1,0,0.5,1.1,-5,-10,5,-2.5,2.9,13,-1,0
Cc1ccc(-c2nnc(SCC(=O)NC3CCCc4ccccc43)n2N)cc1 (stereo unspecified),8,3.9,0.2,5,0,-20,-2.3,1.9,12,-11,-2
O=C(Nc1ccc(N2CCOCC2)cc1)c1ccc2ncsc2c1,-3,1.4,4.4,3,12,-17,-2.3,0.6,12,3,9
COc1ccc(C(=O)NCCS(=O)(=O)N2CCCC2)cc1,-7,2.7,5.4,-5,5,-3,-1.9,0.0,11,-1,5
O=C1c2ccccc2-c2nnc(-c3ccccc3)cc21,-1,-5.5,-1.3,-1,25,66,-16,-5.1,97*,1,-3
CCCNC(=O)COC(=O)c1cc(SC)ccc1Cl,-15,3.8,4.1,2,-9,-3,-0.7,0.1,4,-29,-5
Cn1c(CNC(=O)CNC(=O)c2cccc(F)c2)cc(=O)n(C)c1=O,-2,-1.0,1.5,-3,-1,-16,-2.1,-2.6,11,-2,-5
Cc1ccc(S(=O)(=O)N2CCN(C(=O)c3n[nH]c(=O)c4ccccc34)CC2)cc1,2,0.7,1.4,4,-18,nt,1.2,2.5,-6,-3,2
Cc1cc(C)nc(SCC(=O)OCC(=O)Nc2ccccc2)n1,6,3.2,1.5,4,-26,-13,-0.9,0.4,5,3,-12
C/C(=N\NC(=O)CSc1nc2ccccc2s1)c1cccnc1,-10,2.8,2.5,-6,-19,10,-2.9,2.8,14,-22,-4
Cc1cc(C)cc(S(=O)(=O)c2cn(C)c3cc(N4CCN(C)CC4)c(F)cc3c2=O)c1,1,0.0,0.9,1,-12,-4,-2.2,-2.8,11,-3,-5
COc1ccc(NC(=O)COC(=O)C23CCC(=O)N2c2ccccc2S3)cc1 (stereo unspecified),-6,6.7,1.7,-2,nt,192,-2.1,2.3,11,-10,9
CC(Oc1ccc(Br)cc1)C(=O)Nc1ccc(S(=O)(=O)NC2=NCCCCC2)cc1 (stereo unspecified),-3,nt,0.6,2,-9,nt,-0.9,nt,4,-14,-6
O=C(CNc1cccc(F)c1)N1CCc2ccccc2C1,-4,0.1,4.2,2,8,14,0.2,-0.9,-1,-11,3
CN(C(=O)CSc1nnc(-c2ccc(Cl)cc2)n1C)C1CCS(=O)(=O)C1 (stereo unspecified),3,0.0,2.5,8,14,-20,-1.2,-1.9,5,1,10
COc1ccccc1NS(=O)(=O)c1cc(NC(=O)CCNC(C)=O)ccc1N1CCCCC1,-9,-2.0,3.7,8,-32,131,-0.3,-0.9,2,-7,-2
COCCCN1CC23C=CC(O2)C(C(=O)OC)C3C1=O (stereo unspecified),1,3.2,1.0,-8,-6,138,0.4,0.5,-2,0,-3
CCN(CC)c1ccc(/C=N/N2C(=O)c3ccccc3C2=O)cc1,9,2.7,1.9,1,3,-3,-1.0,-2.6,4,-7,3
Cc1ccc(C(=O)NCC(=O)NCCc2ccc(S(N)(=O)=O)cc2)s1,0,-0.8,1.2,-2,-34,-15,-0.1,0.9,0,-15,-14
CCN(C(=O)CSc1nnc(-c2ccccc2Br)o1)C1CCS(=O)(=O)C1 (stereo unspecified),-9,1.4,0.6,5,-14,2,0.5,2.4,-3,-9,4
CCC(C(=O)OC(C)C(=O)Nc1ccc(Cl)cn1)c1ccccc1 (stereo unspecified),12,0.3,0.7,9,10,1,1.6,0.2,-9,-6,13
COc1cccc(NC(=O)CN(C)C(=O)COc2ccccc2Cc2ccccc2)c1,-10,0.6,2.2,7,nt,0,1.0,1.1,-4,1,-5
CN(C)CCSc1nc(O)c(-c2ccccc2)c(=O)n1-c1ccccc1,-4,1.1,3.0,-10,-4,5,0.1,0.0,0,-17,3
O=c1sc2ccccc2c(=O)n1Cc1ccccc1F,9,3.9,1.1,-8,-7,8,0.9,0.9,-5,2,8

Part of the list above, showing only AddAB inh and Ecoli viability.
| smiles | AddAB inh | Ecoli viability |
| --- | --- | --- |
| CCN(C(=O)CSc1nnc(-c2ccccc2Br)o1)C1CCS(=O)(=O)C1 (stereo unspecified) | 1.4 | 2.4 |
| O=C(Nc1ccc(N2CCOCC2)cc1)c1ccc2ncsc2c1 | 1.4 | 0.6 |

(continued)
canonical_smiles,PKA-R1A activ,AddAB inh,phage Ecoli inh,Tat export inh,PfHsp90 set2,Mot1-301 SUMO,MOR-DOR ag,Ecoli viability,MOR-DOR inv ag,HTR5A inv ag,PKA-R2B activ
CCC1(c2ccc(F)cc2)NC(=O)N(CC(=O)NCc2ccc(F)cc2)C1=O (stereo unspecified),1,0.7,-0.2,-5,0,66,-3.7,0.4,21,14,-8
CCC(=O)Nc1ccc(Cl)c(-c2nc3ncccc3o2)c1,2,4.4,2.9,1,-4,-9,-1.6,0.2,8,-9,-10
CN(c1ccccc1)S(=O)(=O)c1cccc(NC(=O)CSc2nccc(=O)[nH]2)c1,-2,1.2,4.1,-3,11,4,-2.7,0.0,13,-3,-7
CN(CCc1ccccc1)C(=O)c1cccc(NC(=O)Cc2cccc(NC(=O)C3CCN(C(=O)C4CCCC4)CC3)c2)c1,-6,nt,3.2,-2,-8,nt,-1.8,nt,8,-9,-14
Cn1c(SCc2nc3ccccc3c(=O)[nH]2)nnc1-c1ccco1,-9,1.3,4.0,6,21,-8,-2.2,-1.3,12,-38,0
O=C(NNC(=O)c1ccc2ccccc2c1)c1ccc(Cl)cc1,-6,nt,1.8,8,18,nt,-0.2,nt,1,-2,-4
CC1CCCCN1C(=O)CSc1nnc2ccccn12 (stereo unspecified),7,0.0,1.8,20,53,24,-2.8,1.1,12,-12,-7
CCCOc1ccc(N2C(=O)CC(N(O)c3ccccc3)C2=O)cc1 (stereo unspecified),-2,0.8,2.9,3,-18,-4,-2.9,-0.2,16,-11,3
FC(F)(F)c1cccc(Cc2noc(CN3CCCC(OCc4ccccn4)C3)n2)c1 (stereo unspecified),0,0.3,0.5,4,-26,-25,2.8,0.6,-15,-4,-6
CCOc1ccc(NC(=O)COn2nnc3ccc(S(=O)(=O)N4CCOCC4)cc32)cc1,-10,-0.3,1.7,-7,-16,11,0.6,-0.1,-3,3,-18
COc1ccc(-n2ccnc(SCC(=O)NC3CCCC3)c2=O)cc1OC,-9,0.1,1.5,-9,-5,4,1.3,-0.3,-9,-9,4
CCCn1c(=O)[nH]c2ccccc21,1,4.9,2.1,3,-5,98,-1.0,1.3,6,-33,-11
Cc1c(O)cc2c(c1O)C(=O)CC(c1ccc(O)cc1)O2 (stereo unspecified),-7,4.0,1.3,5,22,10,0.3,1.0,-2,-7,5
Cc1cc2c(=O)oc(-c3ccc(Br)cc3)nc2s1,-2,-1.4,2.7,-9,7,-18,0.6,-1.8,-3,12,-7
COc1ccc(CN2CCNC(=O)C2CC(=O)NCC2CCOCC2)c(F)c1 (stereo unspecified),-14,2.5,-2.0,5,4,72,-5.3,-0.9,27,8,-2
CC1(C(=O)Nc2nc3ccccc3s2)CC1(Br)Br (stereo unspecified),-2,nt,3.5,-1,-10,-15,0.6,nt,-3,-15,-6
C=CCNC(=S)N1CCN(c2ncc3c(=O)c(C(=O)O)cn(CC)c3n2)CC1,-1,20*,2.7,7,nt,13,-1.5,11*,8,6,6
CC(C)(C)OC(=O)CC[C@@H](C(=O)N1CCN(C(=O)OC(C)(C)C)CC1)n1cc(C(Cc2ccc(O)cc2)NC(=O)OC(C)(C)C)nn1 (stereo partly specified),-10,0.3,1.6,15,19,0,0.1,-0.5,-1,0,-5
COc1cc(-c2cc(C(=O)Nc3ccc(S(N)(=O)=O)cc3)c3ccccc3n2)cc(OC)c1OC,-6,2.0,-0.6,-3,9,-9,-1.6,-1.1,10,-10,-3
CCCn1c(SCC(=O)NCc2ccc(C)cc2)n[nH]c1=O,4,1.8,0.2,-2,nt,8,-1.3,-0.8,6,15,-1
CCCn1cnc2cc(NCc3cccc(OC)c3)ccc21,0,0.8,1.6,2,-16,-27,1.7,3.2,-10,-9,-3
O=C(CN(C(=O)c1csnn1)c1ccc(F)c(Cl)c1)NCc1ccc2c(c1)OCO2,-6,3.0,1.9,21,15,3,-2.4,-0.3,13,-4,-9
CCc1cc2c(SC(C)C(=O)NC3CCCC3)ncnc2s1 (stereo unspecified),2,0.6,0.2,3,17,16,-1.9,-3.5,10,-1,10
Cc1cc(N2CCCC2)ccc1NC(=O)COc1ccccc1,-11,nt,4.3,0,nt,nt,15,nt,-95,1,2
O=C(O)C(c1ccccc1)C1CCCCC1O (stereo unspecified),0,nt,2.1,-3,11,nt,-3.9,nt,17,-13,-1
COc1cccc(-n2nnc3c(=O)n(Cc4ccc(F)cc4)cnc32)c1,-2,1.4,2.6,0,8,442,-0.6,4.2,3,-8,-16
Cc1nn(Cc2ccccc2Cl)c(C)c1NC(=O)CCCn1nc(C)c([N+](=O)[O-])c1C,-1,1.5,5.1,-7,10,-33,-1.3,-0.9,8,13,-3
O=C(COC(=O)c1ccc(Cl)nc1)Nc1nnc(-c2ccccc2)o1,2,0.2,-2.8,1,15,-2,-2.7,-5.6,15,10,5
Cc1ccccc1NC(=O)Cn1nc(C(F)(F)F)cc1C1CC1,-8,0.9,3.7,-3,nt,-18,-2.1,-1.1,11,11,-6
COCC(C)n1c(C)cc(C(=O)COc2ccc(S(=O)(=O)N3CCOCC3)cc2Cl)c1C (stereo unspecified),7,3.6,1.4,-9,-4,-20,-2.0,0.0,11,0,12
O=C(NCCc1c[nH]c2ccccc12)C(=O)NCC(c1ccco1)N1CCN(c2ccccc2F)CC1 (stereo unspecified),-7,4.8,nt,-5,-28,16,7.5,-1.8,-40,-25,-11

Bioassay records as filed in PubChem.
